TRPV1 ag: human TRPV1 agonism; activation, % at 8.33 µM; AID 540275; hit rate 0.19% among 320,000; TRPV1-expressing cells, Fluo-8 calcium influx, agonist mode; in the data active means activation above about 80%; inconclusive means between about 30% and that limit; further: 0% is about no effect
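TRPV1-expressing cells were cultured overnight at 35.5C and loaded with Fluo-8 calcium dye for 40 to 90 min at room temperature. After a 10 s baseline, compound was added and calcium influx was read kinetically for 3 min (ex 480/em 520 nm).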
USP2a block: inhibitors of human ubiquitin-specific protease USP2a | O75604 | Potency, µM (top dose mostly 38.3 µM), for inactives: top-dose activity change, negative = inhibition, actives largely listed as inhibitors | USP2 core, Ub-CHOP2 coupled fluorogenic reporter, 485/531 | hit rate 0.01% among 330,000;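 further: potency means the concentration at half of the fitted maximal effect; plate controls were DMSO wells for no effect and full inhibition by NEM control for full effect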
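USP2 core (10nM final) preincubated 30min RT with compound in 20mM Tris-HCl pH 8.0, 2mM CaCl2, 2mM beta-mercaptoethanol, 0.05% CHAPS; 25nM Ub-CHOP2 plus 25nM reporter substrate added, fluorescence (Ex485/Em531) read after 60min.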
uPA surface inh: inhibitors of cell surface uPA generation. Potency, µM (highest dose often 38.3 µM), inactives show at the top dose activity change, negative = inhibition, actives largely listed as inhibitors. cell surface uPA generation assay, qHTS. hit rate 0.31% among 330,000; active means well fitted inhibition curve with a large enough effect; inconclusive means small, poorly fitted or top-dose-only effect; inactive means no such curve, though single readings can be large or run the other way; tested in mouse RAW 264.7 cells; further: potency means the concentration at half of the fitted maximal effect; on the % scale 0 is the no-effect control and ±100 the full control effect; nearly all actives have a fitted effect of over 55% in size
p53 reactivator: mutant p53 re-activation in reporter cells; H1299 p53-A138V BP100-luciferase reporter, luminescence, 24 h; Potency, µM (top dose mostly 92.2 µM), for the others: top-dose activity change, positive = activation, hits mostly activators; hit rate 0.063% among 320,000; AID 504706; further: potency means the concentration at half of the fitted maximal effect; % of control where 0% means no effect; nearly all actives have a fitted effect of over 45% in size
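p53-null H1299 cells stably carrying temperature-sensitive p53-A138V and a BP100-luciferase reporter were pinned with compounds (4-point, 1:5 series) and held 24 hrs at 37 deg C. Luminescence was read 10 min after detection reagent.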
TSG101-PTAP inh: blocks PTAP/TSG101 interaction to inhibit HIV-1 budding. Q99816. Fluorescence polarization, FITC-PTAP peptide / Tsg101 binding. Potency, µM (doses to about 115 µM), inactives show at the highest dose activity change, negative = inhibition, hits mostly inhibitors. 340,000 tested, under 10 active; active means well fitted inhibition curve with a large enough effect in the main read-out, with a control signal flat, not every such curve was filed as active; inconclusive means small, poorly fitted or top-dose-only effect, or effect the other way, or a change in a side signal; inactive means no such curve, though single readings can be large or run the other way; further: potency means the concentration at half of the fitted maximal effect; % of control where 0% means no effect
Target sequence (Q99816 whole entry, looked up): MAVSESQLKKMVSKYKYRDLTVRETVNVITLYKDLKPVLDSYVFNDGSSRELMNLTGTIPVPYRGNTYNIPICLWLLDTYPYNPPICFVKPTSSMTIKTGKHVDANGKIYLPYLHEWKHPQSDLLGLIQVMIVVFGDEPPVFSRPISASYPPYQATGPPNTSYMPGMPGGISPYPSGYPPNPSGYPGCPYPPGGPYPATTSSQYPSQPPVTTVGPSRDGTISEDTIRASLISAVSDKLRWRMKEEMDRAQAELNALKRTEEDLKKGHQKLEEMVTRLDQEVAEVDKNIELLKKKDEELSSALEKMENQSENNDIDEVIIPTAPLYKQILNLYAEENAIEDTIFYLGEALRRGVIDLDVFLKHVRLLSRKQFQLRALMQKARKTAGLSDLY
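FP read-out: FITC-PTAP peptide, 50 nM final, binding Tsg101 binding domain, 10 uM final; 20 min, r.t.; 10 mM HEPES pH 7.5, 0.15 M NaCl, 0.01% Tween 20, 3 mM EDTA, 0.1 mM TCEP.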
B2AR arrestin: recruits beta-arrestin to the human beta2-adrenergic receptor. beta-arrestin recruitment to beta2AR, cell-based reporter. Potency, µM (top dose mostly 46.1 µM), for the others: top-dose activation, actives largely listed as activators. hit rate 0.02% among 330,000. AID 492947;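 further: potency means the concentration at half of the fitted maximal effect; 0% = DMSO controls and full agonism = EC100 isoproterenol or metaproterenol; nearly all actives have a fitted effect of over 65% in size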
Target sequence (P07550 whole entry, looked up): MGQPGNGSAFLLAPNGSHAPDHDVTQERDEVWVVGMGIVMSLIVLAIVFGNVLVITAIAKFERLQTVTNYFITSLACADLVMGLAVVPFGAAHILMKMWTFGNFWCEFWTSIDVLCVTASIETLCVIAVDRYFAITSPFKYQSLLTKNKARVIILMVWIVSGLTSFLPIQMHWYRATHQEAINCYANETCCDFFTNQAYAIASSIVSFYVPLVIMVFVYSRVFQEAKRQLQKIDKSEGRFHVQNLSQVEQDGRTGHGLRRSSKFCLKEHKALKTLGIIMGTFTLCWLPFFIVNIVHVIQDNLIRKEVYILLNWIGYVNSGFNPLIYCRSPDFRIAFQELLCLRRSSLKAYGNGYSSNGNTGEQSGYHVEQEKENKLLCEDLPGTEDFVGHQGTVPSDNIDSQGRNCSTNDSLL
a7 integrin act: activators of alpha7 integrin expression for muscular dystrophy; AID 624291; hit rate 0.064% among 350,000; alpha7betagal myoblasts, beta-gal FDG fluorescence, 48 h; Potency, µM (series often up to 38.3 µM), without a hit: top-dose activation, actives largely listed as activators;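 further: potency means the concentration at half of the fitted maximal effect; 100% = response of the positive control SU9516; nearly all actives have a fitted effect of over 60% in size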
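Alpha7betagal+/- myoblasts (passage 13) were plated 16-24 hr, then exposed to compounds (1:260 dilution of DMSO stock) for 48 hours at 37C. After MPER lysis, β-galactosidase reporter activity was read as FDG fluorescence (ex 480/em 540) after 30 minutes.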
BRCA1 expr up: activators of BRCA1 expression; Potency, µM (highest dose often 46.1 µM), for the others: top-dose activation, most hits filed as activators; hit rate 1.1% among 380,000; AID 624202; MCF7-BRCA1-FFLuc reporter, luminescence, 48 h; response scale: scaled: vehicle 0%, 10 µM genistein 100%; further: potency means the concentration at half of the fitted maximal effect; nearly all actives have a fitted effect of over 80% in size; some results filed as inactive show a strong effect at the top dose
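Using MCF7 cells harboring a BRCA1 firefly luciferase reporter, plated 2 h before compound pinning, the screen measured luminescence after 48 h incubation. Responses were normalized to DMSO and 10 microM genistein, then fitted for concentration-effect.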
ELG1 genotox: induces genotoxicity in HEK293T cells with luciferase-tagged ELG1; HEK293T ELG1-luciferase reporter, luminescence, 16 h; hit rate 1.3% among 330,000; Potency, µM (series often up to 46 µM), for inactives: at the highest dose activity change, positive = activation, actives largely listed as activators; further: potency means the concentration at half of the fitted maximal effect; % of control where 0% means no effect; nearly all actives have a fitted effect of over 60% in size
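Genotoxicity was scored as increased ELG1-luciferase reporter signal, measured by ONE-Glo luminescence (30 min, room temperature). Compound or vehicle exposure of the HEK293T reporter cells lasted 16 hr at 37°C.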
ASM inhibitor: inhibitors of human secretory acid sphingomyelinase. P17405. placental ASM, HMU-PC fluorogenic substrate, 60 min. Potency, µM (series often up to 57.5 µM), inactives show at the highest dose activity change, negative = inhibition, actives largely listed as inhibitors. hit rate 0.006% among 340,000; further: potency means the concentration at half of the fitted maximal effect
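Fluorescence read-out (Ex 386 nm, Em 447 nm) after stopping the reaction at pH 10. Enzyme: ASM from human placenta; substrate HMU-PC0, 9 uM final; 60 min, 37 °C. Compound preincubation 10 min, ambient temperature.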
Eya2 phos inh: inhibitors of human Eya2 phosphatase activity; O00167; recombinant Eya2, OMFP fluorescence dephosphorylation (OMFP is methylfluorescein phosphate); Potency, µM (series often up to 76.9 µM), inactives show at the highest dose activity, negative = inhibition, hits mostly inhibitors; hit rate 0.006% among 330,000; further: potency means the concentration at half of the fitted maximal effect; on the % scale 0 is the no-effect control and ±100 the full control effect
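Eya2 protein (added as 0.2 uM solution) was preincubated with compound for 10 min at ambient temperature in 50 mM HEPES pH 7.5, 50 mM NaCl, 5 uM MgCl2, 0.05% BSA, 1 mM DTT. OMFP (added at 50 uM) then reacted 10 min; fluorescence read at 485/525 nm.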
Active calls of the source: *; ? = inconclusive; / = no result given; [ ] = remark or other dose. Unless noted, the call rests on the fitted dose curve; in most records, active means well fitted curve in the direction sought with a large enough effect; inconclusive means small, poorly fitted or top-dose-only effect, or another doubt; inactive means no such curve, though single readings can be large; an effect the other way counts as inactive or inconclusive.

entry	molecule	TRPV1 ag	USP2a block	uPA surface inh	p53 reactivator	TSG101-PTAP inh	B2AR arrestin	a7 integrin act	BRCA1 expr up	ELG1 genotox	ASM inhibitor	Eya2 phos inh
1	COc1ccccc1OCc1cc(C(=O)N2CC3C[C@@H]4CC2C[C@H](C3)C4)no1	23.9	-4.1%	-19.0%	?	0.8%	0.1%	0.0%	7.94µM*	?	-2.0%	-5.2%
2	CCCn1ncc(OC)c(Cl)c1=O	-2.5	2.0%	/	-1.4%	-4.0%	-1.0%	-24.4%[7.66 µM]	2.1%	2.3%	-1.1%	-9.7%
3	O=c1sc2ccccc2c(N2CCCC2)c1[N+](=O)[O-]	-0.8	0.0%	-2.5%	-0.4%	-3.1%	-0.1%	16.6%	1.2%	1.5%	-2.6%	4.0%
4	Cc1cc(NC(=O)CSc2nc(Cc3ccccc3)c(C)[nH]2)no1	-0.6	4.1%	0.6%	-2.6%	-1.3%	0.1%	-11.6%	-30.4%	-1.9%	9.6%	-3.1%
5	COc1ccc(S(=O)(=O)NC(N)=NCCc2ccc(OC)c(OC)c2)cc1	-1.4	2.3%	/	-4.7%	/	0.1%	/	/	1.7%	/	-8.4%
6	CCOCC(=O)Nc1nnc(COc2ccc(Cl)cc2)s1	-2.0	3.0%	-2.9%	4.0%	-9.2%	0.1%	-13.6%	53.1%	-1.4%	4.2%	-4.6%
7	COc1ccc(-n2c(Cn3c(=O)sc4ccccc43)nnc2SCC(=O)N2CCCC2)cc1	0.1	6.0%	9.5%	-4.4%	0.2%	-0.9%	14.1%	-3.7%	-2.5%	-1.9%	15.8%
8	O=C(NCc1ccccc1Cl)C1CCCN(S(=O)(=O)c2cnc[nH]2)C1 (stereo not drawn)	0.9	-0.1%	-0.1%	-1.1%	-1.2%	0.2%	-2.9%	-7.3%	-3.0%	1.2%	16.8%
9	Cc1cc(Br)c(OCc2ccc(C(=O)N/N=C3\CC4CC=CC34)cc2)c(Br)c1 (stereo not drawn)	14.2	1.4%	2.8%	-14.0%	-3.5%	-0.1%	-12.3%	-84.5%	-2.6%	-5.6%	5.3%
10	NC(=O)COC(=O)c1ccccc1Oc1ccccc1	0.3	1.2%	/	-2.7%	1.0%	0.4%	-38.2%	2.1%	2.1%	1.1%	7.0%
11	CCC(CC)N=C1NS(=O)(=O)c2cc([N+](=O)[O-])ccc21	2.6	8.8%	5.0%	3.7%	-1.6%	0.3%	-23.6%	-19.8%	-5.1%	-0.1%	-15.8%
12	Cc1ccsc1C1C(C#N)=C(N)Oc2n[nH]c(C)c21 (stereo not drawn)	1.4	1.7%	-5.4%	-4.7%	0.3%	0.1%	-13.8%	-3.4%	6.4%	6.8%	5.4%
13	COc1cc(C)c(Cl)cc1S(=O)(=O)NCCCN1CCOCC1	-2.3	1.1%	-20.8%	5.1%	/	0.0%	-4.8%	-29.7%	-1.2%	5.1%	-3.3%
14	CN(CCC#N)c1ccc(/C=C(\C#N)c2ccccn2)cc1	1.8	4.2%	2.51µM*	?	-2.4%	0.1%	2.9%	-25.9%	0.651µM*	4.2%	-10.9%
15	CCOC(=O)c1cc(=O)n2nc(-c3ccccc3F)nc2s1	2.9	3.1%	-18.4%	5.0%	-0.8%	0.0%	-19.8%	10.0%	13.4%	-0.6%	1.2%
16	Cc1ccsc1C(=O)OCC(=O)N(C)c1c(N)n(Cc2ccccc2)c(=O)[nH]c1=O	-1.4	2.1%	1.7%	-5.5%	-0.5%	-0.4%	-10.9%	-7.1%	0.9%	-0.1%	-1.7%
17	O=C1CN(S(=O)(=O)c2cc(Br)ccc2Br)CCN1	/	-4.3%	0.1%	-8.0%	-6.8%	-0.7%	18.4%	6.2%	7.3%	3.7%	-3.8%
18	C=CCn1c(SCc2ccc3nonc3c2)nnc1-c1cccs1	1.4	0.9%	-0.3%	-4.7%	-8.6%	0.3%	8.9%	24.6%	1.3%	2.0%	-5.2%
19	CCN(CC)CCNC(=O)c1nn(-c2ccc(C)cc2)c(=O)c2c1c1ccccc1n2C	6.9	2.1%	-1.5%	-4.4%	-1.7%	-0.4%	2.0%	-24.0%	9.1%	-0.2%	-0.3%
20	COc1cccc(CN(CC(=O)NC2CCCCC2)C(=O)c2csnn2)c1	19.0	2.1%	-0.6%	-3.1%	-5.4%	-0.6%	0.0%	2.3%	1.7%	4.1%	-0.7%
21	C=CCCC(=O)N1CCC(CCC(=O)NC2CC2)CC1	-6.2	-0.5%	-3.2%	-2.8%	-1.9%	-0.2%	8.9%	7.8%	1.7%	5.2%	-1.6%
22	O=C(c1ccco1)N1CCN(C(=O)C2CCCN(S(=O)(=O)c3cccc4nsnc34)C2)CC1 (stereo not drawn)	-2.4	4.4%	14.4%	-1.5%	-7.4%	-0.1%	5.1%	-3.9%	0.0%	-0.9%	-10.7%
23	CCOC(=O)N1CCC(NC(=O)CC2C(=O)NCCN2Cc2ccccc2)CC1 (stereo not drawn)	-1.8	-0.9%	9.8%	3.7%	-1.8%	0.9%	10.0%	-5.4%	2.1%	1.8%	-1.2%
24	O=C(Nc1cccc(Cl)c1)C1CCCCC1	29.0	0.2%	-5.2%	8.0%	-2.7%	-0.2%	-17.4%	1.4%	5.1%	-2.7%	6.1%
25	COc1ccc(S(=O)(=O)N(CCC(=O)O)Cc2ccccc2)cc1	-2.1	0.0%	5.8%	-1.1%	-3.7%	-0.3%	-5.0%	1.6%	2.9%	-0.5%	4.3%

Further results.
entry	molecule	TRPV1 ag	USP2a block	uPA surface inh	p53 reactivator	TSG101-PTAP inh	B2AR arrestin	a7 integrin act	BRCA1 expr up	ELG1 genotox	ASM inhibitor	Eya2 phos inh
26	Cc1ccc2[nH]c3nc(N/N=C/c4cccc(O)c4)nnc3c2c1	-1.0	-0.1%	1.2%	6.3%	0.1%	-1.2%	2.2%	8.3%	5.5%	-4.6%	5.1%
27	CCOc1cccc2cc(C(N)=O)c(=N)oc12	2.1	-0.4%	0.4%	3.4%	2.9%	-0.1%	8.3%	5.9%	-3.1%	5.9%	-2.0%
28	Cc1nc2ccccc2nc(C)c1=NOCc1cccc(F)c1	14.1	-0.5%	6.4%	26.0%	-3.7%	-0.3%	2.9%	-12.8%	-6.3%	2.0%	-4.6%
29	O=C(CCCCCN1C(=O)c2ccccc2C1=O)NCCc1nc2ccccc2[nH]1	/	0.1%	1.6%	-2.1%	-3.2%	2.9%	8.3%	-7.4%	-5.9%	-3.7%	11.3%
30	COC/C=C/C1=CC2=CC(=O)C(C)(OC(=O)c3cnc4ccccc4n3)C(=O)C2=CN1CCN1CCOCC1 (stereo not drawn)	-1.2	0.0%	-12.2%	2.5%	-0.1%	-0.2%	-3.0%	-6.6%	3.2%	-3.1%	-3.9%
31	CCn1cc(S(=O)(=O)c2ccc(Cl)cc2)c(=O)c2cc(OC)ccc21	4.2	-2.8%	-1.2%	-12.3%	-5.8%	0.3%	20.0%	-1.6%	-3.7%	-2.2%	-6.2%
32	CCOc1ccc(CNC(=O)CCCN2C(=O)C(c3ccccc3)Oc3cccnc32)cc1 (stereo not drawn)	18.0	1.5%	1.9%	27.0%	-1.0%	0.3%	0.0%	-13.7%	-3.8%	-1.3%	-9.1%
33	CCOC(=O)c1c(NC(=O)CN2C(=O)C(=O)N(C(C)C)C2=O)sc(C)c1CC	0.5	0.6%	3.4%	2.9%	3.1%	-0.3%	-28.5%	-4.3%	-1.7%	-1.2%	-0.6%
34	COc1ccccc1C(=O)NC(=S)NC12CC3CC(CC(C3)C1)C2	-0.4	1.4%	4.0%	5.8%	-2.8%	-0.5%	8.2%	-12.5%	10.4%	-0.1%	-14.0%
35	CCn1cc(S(=O)(=O)N2CCCC2)cn1	2.2	-3.0%	1.0%	-27.2%	-5.2%	-0.3%	15.6%	20.8%	-0.4%	7.5%	-27.2%
36	O=C(c1ccc(S(=O)(=O)c2ccc(Cl)cc2)cc1)N1CCOCC1	0.2	3.8%	-0.7%	2.9%	-0.2%	-1.3%	4.1%	-1.1%	-0.3%	-0.2%	-5.6%
